Source: PubChem BioAssay
SR-BI HDL uptake: inhibitors of SR-BI mediated HDL lipid uptake, primary screen, ldlA[mSR-BI] cells, fluorescence, single point | Scavenger receptor class B member 1 (Mus musculus), Q61009 | ldlA[mSR-BI] CHO cells, DiI-HDL uptake fluorescence, 3 h | inhibition, % at 12.5 µM | 320,000 compounds, 0.96% hits | AID 488896, 2010;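 active = mean replicate inhibition of at least 70% and a set share of replicates each scoring 70 or more; inconclusive = meets just one of the two criteria; inactive = fails both criteria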;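 also: 0% = median of neutral control wells and 100% = median of positive control wells; values of inactives mirror those of a sister screen read the other way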
Target sequence (Q61009 whole entry, looked up): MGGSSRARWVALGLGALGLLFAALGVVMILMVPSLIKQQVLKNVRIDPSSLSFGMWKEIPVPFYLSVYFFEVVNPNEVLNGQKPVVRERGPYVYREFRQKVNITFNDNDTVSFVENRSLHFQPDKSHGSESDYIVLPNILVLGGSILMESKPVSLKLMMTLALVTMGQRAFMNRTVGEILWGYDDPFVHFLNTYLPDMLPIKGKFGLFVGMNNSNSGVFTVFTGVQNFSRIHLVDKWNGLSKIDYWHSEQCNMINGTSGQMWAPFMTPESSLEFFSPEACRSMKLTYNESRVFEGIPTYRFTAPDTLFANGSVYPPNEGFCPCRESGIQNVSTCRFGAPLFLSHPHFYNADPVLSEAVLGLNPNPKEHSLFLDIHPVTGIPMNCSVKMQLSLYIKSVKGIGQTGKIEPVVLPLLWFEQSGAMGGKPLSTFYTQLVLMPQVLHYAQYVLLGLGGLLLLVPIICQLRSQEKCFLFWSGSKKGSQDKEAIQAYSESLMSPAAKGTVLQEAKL
MITF act: activators of MITF-driven TRPM1 promoter reporter, primary screen, cell-based, SK-MEL-5, luciferase, single point; SK-MEL-5 TRPM1-promoter luciferase, 24 h; % of positive control, neutral wells = 0; activation, % at 12.5 µM; 300,000 compounds, 0.75% hits; AID 588334, 2011;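 active = mean activation of at least 80% with every replicate also reaching 80%; inconclusive = mean reaches 80% but some replicate falls short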;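 also: 0% = neutral control wells and 100% = parthenolide positive control wells; values of inactives mirror those of a sister screen read the other way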
Pemphigus Ab inh: inhibitors of pemphigus antibody binding to DSG3, primary screen, biochemical, bead-based, flow cytometry, scFv-GFP | binding (percent of control), % at 10 µM | DSG3-coupled beads, scFv-anti-DSG3-GFP binding; hits give low values | 310,000 compounds, 0.48% hits | Desmoglein-3 (Homo sapiens), P32926 | AID 588358, 2011;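 active = binding more than 3 SD below its plate's average and above zero; inconclusive = below that plate limit but binding exactly zero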;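 also: hits lower antibody fragment binding to DSG3; some compounds called inactive have numbers as strong as hits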
Arr AP2 block: inhibitors of beta-arrestin/AP2 binding, primary screen, biochemical, GPCR trafficking, flow cytometry; beta-arrestin 1 C-terminal peptide binding to AP2 beta2-adaptin appendage (human); FITC-arrestin peptide / GST-AP2 beads; AP2 beta2 appendage carries R879A mutation; inhibition, % at 10 µM; 340,000 compounds, 0.31% hits;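 active = inhibition above a set limit, near 3 SD of compounds lacking own fluorescence, cut at about 54% in these data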;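 also: plate controls were DMSO wells for no effect and 5 µM unlabelled arrestin peptide for full effect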
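Measured by: flow cytometry, FL1 (488/535 nm); Material: AP2 appendage R879A on GSH beads; Evaluation: percent response; Timing: pre-incubation 12 min, peptide binding 1 h, room temperature; Also added: 50 nM FITC-arrestin peptide; Medium: PBS with 0.05% Tween 20 and 0.1% BSA.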
PKA-R1A activ: activators of PKA-R1A holoenzyme, primary screen, biochemical, fluorescence polarization, Cy5-IP20, bovine R1A, mouse PKAc; AID 504707, 2011; activation, % at 11.4 µM; cAMP-dependent protein kinase type I-alpha regulatory subunit (Bos taurus) + …; PKA-R1A dissociation; scaled: DMSO 0%, 113 µM cGMP 100%; 340,000 compounds, 0.083% hits;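 active = percent activation above the mean of all tested compounds plus 3 SD, cut at about 19% in these data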;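 also: higher means more PKAc released from R1A so a rise in polarization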
NSD2 HMT inh: NSD2 histone methyltransferase inhibitors, primary screen, biochemical, AlphaScreen, single concentration, set 2; Histone-lysine N-methyltransferase NSD2 (Homo sapiens), O96028; AID 743445, 2014; 310,000 compounds, 0.54% hits; inhibition, % at 12.5 µM; NSD2 peptide methylation, 120 min; in the data active = inhibition above about 50%
CDK5 p35 inh: inhibitors of human CDK5/p35 kinase, primary screen, biochemical, single concentration; Recombinant CDK5/p35, ADP-Glo luminescence, 60 min; inhibition, % at 10 µM; 330,000 compounds, 0.01% hits; AID 488839, 2010;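 active = highest replicate inhibition of at least 50% and at least 75% of replicates reaching 50%; inconclusive = only one of the two criteria met; inactive = both criteria failed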;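 also: plate controls were DMSO neutral control for no effect and GW8510 at 10 µM for full effect; many of its hits are not listed in these tables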
PKA-R2B activ: activators of PKA-R2B holoenzyme, primary screen, biochemical, fluorescence polarization, Cy5-IP20, human; activation, % at 11.4 µM; cAMP-dependent protein kinase catalytic subunit beta (Homo sapiens) + cAMP-dependent …; 340,000 compounds, 0.079% hits; PKA-R2B holoenzyme dissociation; R2B truncated from residue 108, S112A mutant; 0% DMSO only, 100% 113 µM cGMP; AID 504700, 2011;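 active = activation above a cutoff set at the mean over all compounds plus 3 SD, cut at about 18% in these data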;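 also: higher means more holoenzyme dissociation and a rise in polarization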
Target sequence (P31323 whole entry, looked up, other chains not shown, the tested form may be a part): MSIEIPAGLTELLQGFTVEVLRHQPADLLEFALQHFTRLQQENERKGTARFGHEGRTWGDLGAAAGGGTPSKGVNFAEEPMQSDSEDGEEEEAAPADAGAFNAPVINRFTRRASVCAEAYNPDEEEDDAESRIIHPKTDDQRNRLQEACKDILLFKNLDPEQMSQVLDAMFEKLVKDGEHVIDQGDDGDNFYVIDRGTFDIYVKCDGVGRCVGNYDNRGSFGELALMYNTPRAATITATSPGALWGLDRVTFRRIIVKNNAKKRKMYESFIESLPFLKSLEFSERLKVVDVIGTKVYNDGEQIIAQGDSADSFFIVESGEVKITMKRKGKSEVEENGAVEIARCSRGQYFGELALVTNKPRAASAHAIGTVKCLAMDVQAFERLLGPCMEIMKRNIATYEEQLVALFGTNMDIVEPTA
SR-BI uptake up: activators of SR-BI mediated DiI-HDL uptake, primary screen, ldlA[mSR-BI] CHO cells, DiI fluorescence; 320,000 compounds, 0.096% hits; 3 h; 100 = double the neutral-control signal; activation, % at 12.5 µM;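 active = mean replicate activation of at least 60% and every replicate at or above 60%; inconclusive = mean or all-replicate condition met, but not both; inactive = mean below 60% and not all replicates reaching 60%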;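 also: 0% = median plate neutral-control signal and 100% = twice that signal; values of inactives mirror those of a sister screen read the other way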
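system = CHO ldlA[mSR-BI] cells, LDL receptor-null, SR-BI overexpressing | medium = Ham's F12 with 0.5% BSA, HEPES 25 mM, pH 7.4 | probe or stimulus = DiI-HDL 10 µg/mL | compound dosing = single-point compound dose | incubation = compound exposure 3 h, 37 °C | technique = DiI fluorescence, bottom read | read-out = cell-associated DiI fluorescence as measure of HDL uptake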
dFosB activator: activators of delta FosB homodimer, primary screen, biochemical, fluorescence polarization, TAMRA-CDK5 oligo, single point; 340,000 compounds, 0.99% hits; purified delta FosB; percent of positive-control signal above neutral wells; activation, % at 25 µM; AID 493131, 2011; Protein FosB (Mus musculus), P13346;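 active = mean activation above about 17%, with every replicate also reaching it, limit read from the data, passing the limit was not always enough; inconclusive = only one of the two conditions met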;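 also: fluorescence polarization rise as delta FosB binds a TAMRA Cdk5 AP-1 oligo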
SUMO Mot1 rescue: yeast Mot1-301 growth rescue at high temperature, primary screen, SUMOylation pathway inhibitor project, S. cerevisiae, ATP luminescence, 38.5C. AID 2716, 2010. S. cerevisiae Mot1-301 growth rescue; percent above DMSO median, 100 means doubled. growth rescue, % at 18.8 µM. 320,000 compounds, 1% hits;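 active = every valid replicate shows activation above 250% relative to neutral control wells; inactive = the rest, any valid replicate at or below 250%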;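 also: OY570 slx delta 5 strain wells were the positive control but not used for scaling; some compounds called inactive have numbers as strong as hits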
* = called active by the depositor; ? = inconclusive; . = not tested or not shown.

no. | SMILES | SR-BI HDL uptake | MITF act | Pemphigus Ab inh | Arr AP2 block | PKA-R1A activ | NSD2 HMT inh
1 | Cc1ccc(Nc2c([N+](=O)[O-])ccc3nonc23)c(C)c1 | 25 | 7 | 96 | 5 | 2 | 1
2 | Fc1ccc(-c2csc3nnc(SCc4cccnc4)n23)cc1 | -22 | -9 | 107 | 3 | 1 | 19
3 | CCOC(=O)N1CCC(N(CCN(C)C)C(=S)Nc2cccc(Cl)c2C)CC1 | -24 | 2 | 99 | 9 | -5 | -1
4 | Cc1ccc(C(=O)NCC(c2cccs2)N(C)C)cc1S(=O)(=O)N1CCOCC1 (configuration not stated) | 6 | 15 | . | -3 | -2 | -2
5 | CCCCCOC(=O)CSc1nc2c(c(=O)[nH]c(=O)n2C)n1CCc1ccccc1 | -11 | . | 102 | 9 | -10 | .
6 | CCC1CN(C(=O)N2CCC(C(=O)NCc3ccccc3OC)CC2)c2ccccc2O1 (configuration not stated) | 41 | -7 | 103 | -2 | 6 | 1
7 | COc1ccc(CCNC(=O)c2c(O)c3cccc4c3n(c2=O)CC4)cc1OC | -17 | -5 | 107 | 5 | -4 | .
8 | CC(=O)OCC1OC(OC2C[C@]3(C)C(CC(O)C4C([C@](C)(CCC=C(C)C)OC5OC(CO)C(O)C(O)C5O)CC[C@]43C)[C@@]3(C)CCC(O)C(C)(C)C23)C(O[C@@H]2OC(C)C(O)C(O)C2O)C(O)C1O (some centres not stated) | -33 | 7 | 101 | -2 | 3 | .
9 | CCOc1ccc2nc(SCc3ccc(CC(=O)O)cc3)c(C#N)cc2c1 | 4 | 3 | 99 | 45 | -1 | 0
10 | COc1cc(OC)nc(NC(=O)CS(=O)(=O)c2ccccc2)n1 | -15 | -5 | 104 | 18 | -22 | -1
11 | CCCCn1c(=O)[nH]c(=O)c2c1nc(-c1ccccc1OC(F)F)n2C | 4 | 1 | 115 | 23 | -3 | 0
12 | CCc1[nH]nc2c1C1(CCN(C(=O)c3ccccc3)CC1)C(C#N)=C(N)O2 | -24 | 10 | 100 | 4 | -8 | 0

no. | CDK5 p35 inh | PKA-R2B activ | SR-BI uptake up | dFosB activator | SUMO Mot1 rescue
1 | 0.1 | -6 | -25 | 4 | -18
2 | -2.0 | -4 | 22 | -2 | -16
3 | -0.4 | 1 | 24 | -7 | -18
4 | -2.0 | 2 | -6 | 2 | -1
5 | 0.7 | -14 | 11 | ? | -8
6 | 2.8 | -6 | -41 | -5 | 6
7 | -0.9 | -7 | 17 | -12 | -5
8 | 4.1 | 15 | 33 | 1 | -1
9 | -0.8 | 6 | -4 | -24 | 186
10 | 1.7 | 0 | . | -3 | -16
11 | 0.8 | 7 | -4 | -14 | -25
12 | -1.2 | -7 | 24 | 2 | -20

A different layout for 4 compounds above.
Every second line gives: SR-BI HDL uptake | MITF act | Pemphigus Ab inh | Arr AP2 block | PKA-R1A activ | NSD2 HMT inh | CDK5 p35 inh | PKA-R2B activ | SR-BI uptake up | dFosB activator | SUMO Mot1 rescue
3) CCOC(=O)N1CCC(N(CCN(C)C)C(=S)Nc2cccc(Cl)c2C)CC1
→ -24 | 2 | 99 | 9 | -5 | -1 | -0.4 | 1 | 24 | -7 | -18
4) Cc1ccc(C(=O)NCC(c2cccs2)N(C)C)cc1S(=O)(=O)N1CCOCC1 (configuration not stated)
→ 6 | 15 | . | -3 | -2 | -2 | -2.0 | 2 | -6 | 2 | -1
5) CCCCCOC(=O)CSc1nc2c(c(=O)[nH]c(=O)n2C)n1CCc1ccccc1
→ -11 | . | 102 | 9 | -10 | . | 0.7 | -14 | 11 | ? | -8
6) CCC1CN(C(=O)N2CCC(C(=O)NCc3ccccc3OC)CC2)c2ccccc2O1 (configuration not stated)
→ 41 | -7 | 103 | -2 | 6 | 1 | 2.8 | -6 | -41 | -5 | 6

(listing goes on)
no. | SMILES | SR-BI HDL uptake | MITF act | Pemphigus Ab inh | Arr AP2 block | PKA-R1A activ | NSD2 HMT inh
13 | CC(C)(C)C(=O)C1=C(O)C(=O)N(Cc2ccccc2)C1c1ccccc1F (configuration not stated) | 11 | . | 123 | 1 | 8 | 0
14 | CC1=C(C(=O)Nc2ccccn2)C(c2ccc(F)cc2)n2ncnc2N1 (configuration not stated) | 8 | -6 | 99 | -4 | -3 | .
15 | NC(=O)c1nsc(C(=O)N(Cc2ccco2)C(C(=O)NCc2ccc(F)cc2)c2ccc(O)cc2)c1N (configuration not stated) | . | -4 | 87 | -1 | -1 | -2
16 | O=C(CSc1nnc(-c2ccccn2)n1Cc1ccccc1)N1CCCC1 | 16 | -8 | 97 | -7 | 3 | -4
17 | CN(CC(=O)Nc1ccc(Cl)c(Cl)c1)C(=O)C12CC3CC(CC(C3)C1)C2 | 15 | -4 | 98 | -2 | 0 | -2
18 | CC1(C)C(C(=O)OCC(Cl)(Cl)Cl)N2C(=O)C(NC(=O)Cc3ccccc3)C2S1=O (configuration not stated) | -11 | . | 100 | -15 | 0 | -6
19 | COCCCNC(=O)C1=CCN(S(=O)(=O)c2ccc(C)cc2)CC1 | -12 | 2 | 107 | -7 | -6 | 3
20 | CCc1cccc(NC(=O)CS(=O)Cc2nc(-c3ccc(C)cc3)oc2C)c1 (configuration not stated) | 3 | . | 95 | 0 | -2 | .
21 | COC(C(=O)Nc1ccc(S(=O)(=O)N2CCCCC2)cc1)c1ccccc1 (configuration not stated) | 12 | 0 | 110 | 2 | 2 | -3
22 | Cn1c(=O)n(C)c2cc([N+](=O)[O-])c(N3CCN(C(=O)c4ccccc4Br)CC3)cc21 | -22 | -7 | 81 | 3 | 6 | 2
23 | CNC(=O)CSc1nnc(-c2ccc(S(=O)(=O)N3CCCC3)cc2)n1-c1cccc(C)c1C | -24 | -10 | 99 | -6 | -6 | 1
24 | Cn1cccc1C(=O)OCC(=O)NNC(=O)c1ccc([N+](=O)[O-])cc1 | 1 | -4 | 101 | 5 | -15 | 2

no. | CDK5 p35 inh | PKA-R2B activ | SR-BI uptake up | dFosB activator | SUMO Mot1 rescue
13 | -2.1 | 5 | -11 | -7 | 8
14 | 6.0 | -9 | -8 | -4 | 306
15 | -3.0 | -8 | . | -4 | 9
16 | 0.9 | 5 | -16 | -3 | .
17 | 2.0 | -8 | -15 | -11 | 6
18 | -5.2 | -10 | 11 | -3 | -2
19 | -6.0 | 14 | 12 | -6 | -15
20 | -1.6 | -10 | -3 | -13 | 7
21 | -1.4 | 9 | -12 | 0 | 392
22 | -0.1 | -1 | 22 | -7 | -4
23 | 1.1 | -2 | 24 | -1 | 4
24 | 0.0 | -4 | -1 | -6 | -12

Next section:
no. | SMILES | SR-BI HDL uptake | MITF act | Pemphigus Ab inh | Arr AP2 block | PKA-R1A activ | NSD2 HMT inh
25 | O=C(O)C1C2CCC(C2)C1C(=O)NCCCn1ccnc1 (configuration not stated) | -23 | -3 | 101 | 22 | 3 | 0
26 | CSc1nc2ccccc2nc1N(C)S(=O)(=O)c1ccc(C)cc1 | 25 | -2 | 98 | 5 | -4 | 13
27 | CC(C)OC(=O)c1cccc(C(=O)Nc2cccc(NC(=O)c3cccc(C(=O)OC(C)C)n3)n2)n1 | 72* | -1 | 98 | -1 | 6 | 6
28 | O=C(Nc1cccnc1)c1cc(-c2ccc3c(c2)OCO3)on1 | 6 | 22 | 106 | 18 | 3 | -2
29 | NC(=O)C1CN(C(=O)c2nn(Cc3ccccc3)c(=O)c3ccccc23)c2ccccc2O1 (configuration not stated) | -6 | -9 | 100 | 1 | 14 | 1
30 | CC(C)Nc1nnc(SC(C)C(=O)NCc2ccc3c(c2)OCO3)s1 (configuration not stated) | 6 | -3 | 104 | -3 | 4 | 1
31 | O=C1c2cc(Cl)ccc2OC2(CCNCC2)C12CC(c1ccc(Cl)cc1)=NO2 (configuration not stated) | 17 | 8 | 103 | 20 | -3 | .
32 | CCN(CC)S(=O)(=O)c1ccc(N/N=C(\C)c2ccc(OC)cc2O)nc1 | . | -53 | 94 | 34 | -18 | 2
33 | COc1ccccc1NC(=O)c1ccc(NC(=O)C2CC2C)cc1 (configuration not stated) | 37 | 7 | . | 4 | -11 | 4
34 | COCCn1nnnc1C(c1ccccc1Cl)N1CCN(c2ccccc2OC)CC1 (configuration not stated) | 60 | 10 | 97 | 12 | -6 | 10
35 | CC(C)(C)OC(=O)CN1C(=O)C(Sc2n[nH]c(-c3ccccc3)n2)CCc2ccccc21 (configuration not stated) | 2 | -14 | 103 | -43 | -7 | 0

no. | CDK5 p35 inh | PKA-R2B activ | SR-BI uptake up | dFosB activator | SUMO Mot1 rescue
25 | -1.8 | -3 | 23 | 6 | -5
26 | -7.4 | -10 | -25 | -5 | 428
27 | 0.5 | -8 | -72 | 10 | 14
28 | -0.9 | 8 | -6 | -11 | 45
29 | -8.0 | 0 | 6 | -2 | .
30 | -0.3 | 0 | -6 | -1 | -1
31 | 1.3 | 2 | -17 | -16 | -15
32 | 0.7 | -3 | . | 1 | -30
33 | -0.3 | -6 | -37 | -6 | 25
34 | 0.4 | -5 | -60 | -5 | .
35 | -1.5 | -7 | -2 | -10 | -17
